Bioassay records from PubChem BioAssay.
hIAP act – human IAP activation; purified human IAP, CDP-Star luminescence, 30 min; stronger effect = higher value; 1 = vehicle-only enzyme, 0 = enzyme-free background; P09923; activation factor at 10 µM; 330,000 tested, 0.16% active;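 active means activation factor of the enzyme at least 2-fold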; further: the source names both 10 and 20 µM as test concentration; values of inactives mirror those of a sister screen read the other way
Target sequence (P09923 whole entry, looked up): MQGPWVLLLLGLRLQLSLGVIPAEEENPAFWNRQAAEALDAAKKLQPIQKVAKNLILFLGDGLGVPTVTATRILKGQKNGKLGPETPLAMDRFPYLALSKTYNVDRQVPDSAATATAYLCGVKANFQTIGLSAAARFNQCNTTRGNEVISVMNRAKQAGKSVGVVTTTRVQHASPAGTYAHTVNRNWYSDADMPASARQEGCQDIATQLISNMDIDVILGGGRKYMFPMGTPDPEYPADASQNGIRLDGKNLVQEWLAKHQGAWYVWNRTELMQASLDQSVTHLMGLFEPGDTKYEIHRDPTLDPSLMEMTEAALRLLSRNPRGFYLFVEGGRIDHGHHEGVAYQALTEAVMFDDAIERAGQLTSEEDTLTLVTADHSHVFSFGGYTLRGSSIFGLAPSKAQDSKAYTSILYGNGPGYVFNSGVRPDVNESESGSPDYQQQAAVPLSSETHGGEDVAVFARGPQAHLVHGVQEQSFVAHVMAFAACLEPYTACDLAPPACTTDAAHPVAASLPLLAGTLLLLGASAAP
mIAP activ – mouse IAP activation. muIAP, CDP-Star luminescence, 30 min; stronger effect = higher value; 1 = vehicle-only enzyme signal, 0 = enzyme-free wells. activation factor at 10 µM. 330,000 tested, 0.24% active;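 active means activation factor of at least 2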; further: the source names both 10 and 20 µM as test concentration; values of inactives mirror those of a sister screen read the other way
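also added = chemiluminescent substrate CDP-Star | test system = mouse IAP enzyme | signal = chemiluminescence readout | compound = DMSO-dissolved test compounds | incubation = 30 min at room temperature | benchmarks = DMSO wells, no-enzyme wells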
tim10-1 inh – growth inhibitors of tim10-1 mutant yeast. 330,000 tested, 2.2% active. S. cerevisiae tim10-1 ts strain growth, BacTiter-Glo, 24 h. AID 463190. inhibition, % at 20 µM;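 active means inhibition of at least 40%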;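 further: mutant grown at 25 °C; 0% = DMSO wells with yeast and 100% = wells holding no yeast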
ATG4B inh – inhibitors of human ATG4B cysteine protease; ATG4B cleavage of LC3-PLA2, NBD-HPC fluorescence, 1 h; inhibition, % at 8.33 µM; 340,000 tested, 0.51% active; AID 504462; in the data active means inhibition above about 40%
Target sequence (Q9Y4P1 whole entry, looked up): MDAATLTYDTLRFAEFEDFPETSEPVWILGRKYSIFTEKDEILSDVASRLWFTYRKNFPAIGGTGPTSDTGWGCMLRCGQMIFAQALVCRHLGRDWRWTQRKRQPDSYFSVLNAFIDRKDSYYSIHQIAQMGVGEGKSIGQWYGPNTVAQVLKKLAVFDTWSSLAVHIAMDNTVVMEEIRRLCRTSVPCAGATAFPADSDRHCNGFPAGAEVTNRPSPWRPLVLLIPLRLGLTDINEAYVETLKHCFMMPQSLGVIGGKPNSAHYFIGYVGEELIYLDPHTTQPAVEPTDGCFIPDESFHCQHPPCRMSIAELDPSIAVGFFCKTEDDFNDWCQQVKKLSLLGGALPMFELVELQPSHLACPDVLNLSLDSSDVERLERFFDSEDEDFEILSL
hIAP block – human IAP inhibition | P09923 | purified IAP, CDP-Star luminescence, 30 min | inhibition, % at 10 µM | 330,000 tested, 0.12% active | AID 2544;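 active means inhibition reaching a set limit with compound at 10 µM in the primary screen, cut at about 35% in these data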;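 further: plate controls were DMSO wells with enzyme for no effect and no-enzyme buffer wells for full effect; values of inactives mirror those of a sister screen read the other way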
NALP3 yeast inh – NALP3 inhibition in yeast; 330,000 tested, 0.39% active; Yeast reconstituted NLRP3/ASC/caspase-1, beta-gal luminescence, 24 h; inhibition, % at 10 µM;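 active means inhibition of 50% or more; inactive means inhibition below 50%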;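 further: plate controls were induced DMSO wells for no effect and uninduced yeast grown without galactose for full effect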
mIAP inh – blocks mouse intestinal alkaline phosphatase | purified mouse IAP, CDP-Star luminescence, 30 min | inhibition, % at 10 µM | 330,000 tested, 0.2% active;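 active means inhibition of at least 40% at 10 µM in the primary screen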;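 further: plate controls were DMSO with enzyme for no effect and no enzyme wells for full effect; values of inactives mirror those of a sister screen read the other way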
TIM10 inh – TIM10 yeast growth inhibition; S. cerevisiae TIM10 strain growth, BacTiter-Glo luminescence, 24 h; inhibition, % at 10 µM; 330,000 tested, 1.4% active; AID 463195;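 active means inhibition of 40% or more at the single tested concentration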;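 further: wild-type TIM10 isogenic control strain grown at permissive 25 °C; 0% = DMSO yeast wells and 100% = minimal medium wells without yeast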
Apaf-1 inh – human Apaf-1 inhibition. inhibition, % at 20 µM. reconstituted apoptosome caspase-3 activity, DEVD-Rh110 fluorescence. 330,000 tested, 0.71% active; active means inhibition of at least 40% at 20 µM;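 further: plate controls were DMSO wells for no effect and DEVD-CHO caspase inhibitor wells for full effect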
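Medium: Hepes buffer, pH 7.5 / System: biochemical Apaf-1 apoptosome reconstitution / Measured by: Rh110 fluorescence, excitation 480 nm, emission 540 nm / Times: compound with Apaf-1, dATP, procaspase-3 30 min, then 50 min reaction, room temperature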
An asterisk follows results filed as active.

SMILES	hIAP act	mIAP activ	tim10-1 inh	ATG4B inh	hIAP block	NALP3 yeast inh	mIAP inh	TIM10 inh	Apaf-1 inh
CC(=O)C1=NN(c2ccccc2)C(c2ccc3c(c2)OCO3)N1c1ccccc1 (centres undefined)	1	1	35	-2	-4	-5	-2	10	6
CCOc1cc(C(=O)NC2=NCCS2)cc(OCC)c1OCC	1.1	0.98	8	-11	-12	19	2	8	1
CC(C)(C)C(=O)CN1C(=O)C2(OCCO2)c2ccccc21	1.1	1.1	12	3	-11	16	-11	-1	-15
COc1ccccc1/C=C/C=N/n1c(C)nnc1C	1.1	1.1	-16	-8	-8	5	-6	-4	-8
Cc1cc(C(=O)Nc2ccc3ccccc3c2)c(C)o1	1.1	1.1	-31	-3	-11	38	-7	15	12
CCCCN(C(=O)Cc1ccc(S(=O)(=O)N2CCOCC2)s1)c1c(N)n(CCCC)c(=O)[nH]c1=O	1.2	0.98	-5	-3	-21	11	2	6	-3
CCN(CC(=O)NCc1cccs1)C(=O)c1ccc(-c2cccc(C(F)(F)F)c2)o1	1.1	1.1	25	-9	-10	-9	-6	9	28
Cc1c(C)c(C)c(CN2CCCC2)c(C)c1C	1.1	0.99	-4	-5	-12	-4	0	9	-21
CC[C@H](C)[C@H](NC(N)=O)C(=O)NCCc1ccc(Cl)cc1Cl	0.96	1.1	10	-10	4	5	-6	-7	8
CSc1ccc(CCNC(=O)C2CCCN(c3ncnc4c3nc3n4CCCCC3)C2)cc1 (centres undefined)	1.4	1	30	1	-42	11	-2	22	17
Cc1ccc(CNC(=O)COc2ccccc2-c2ccccc2)cc1	1.1	0.94	-12	30	-11	13	6	-19	16
Cc1nc(=O)c(-c2ccccc2)c(C)n1CC1CCCO1 (centres undefined)	1	1.2	5	0	-2	4	-18	-13	7
O=C(CN1CCC(c2nc3ccccc3s2)CC1)NCc1ccccc1	1.1	0.96	23	-12	-8	-12	4	14	17
COc1ccccc1Oc1ccc(NC(=O)c2ccccc2)cc1	1	1.1	18	7	-4	27	-6	6	2
NS(=O)(=O)c1ccc(-c2ccc(/C=N/NC(=O)c3ccc([N+](=O)[O-])cc3)o2)cc1	1.4	0.58	1	-8	-38	-3	42*	-32	-3
COCCN(C(=O)CCC(=O)Nc1cc(C)on1)C(C(=O)NC1CCCC1)c1ccccc1F (centres undefined)	0.98	1.1	-13	-9	2	11	-6	-9	13
CCCCn1c(N)c(N(CC(C)C)C(=O)c2cc(=O)[nH]c3ccccc23)c(=O)[nH]c1=O	0.76	0.98	9	3	24	20	2	0	0
Cc1nc(CC(=O)Nc2nc(C(C)(C)C)cs2)cs1	0.95	0.94	21	-3	5	2	6	18	3
N#Cc1c(N2CCCCC2)nc(N2CCCCC2)c2c1CCN(Cc1ccccc1)C2	0.92	1	23	36	8	18	-2	17	1
O=C(CCOc1ccccc1)Nc1ccnn1C1CCN(Cc2ccc(CO)o2)CC1	1.1	1.1	7	1	-8	8	-8	13	3
Cc1onc(-c2c(Cl)cccc2Cl)c1C(=O)Nc1nc(C(C)(C)C)cs1	1.1	0.96	7	-3	-10	9	4	31	11
COc1ccc(S(=O)(=O)Nc2ccc(N(C)C(C)=O)cc2)cc1	1.1	1.1	7	-6	-5	-14	-10	3	10
Oc1ccccc1/C=N/n1cnnc1	1.1	1.1	-9	0	-6	-2	-7	-5	-6
O=C(O)c1cccc(N/N=C/c2sc(N3CCOCC3)nc2-c2ccccc2)c1	0.9	1	13	14	10	12	-2	2	-8
Cc1c(OCC(=O)N2CCC(C(N)=O)CC2)ccc2c3c(c(=O)oc12)CCC3	0.89	1.1	-6	-5	12	-1	-9	4	2
COc1ccc(CNS(=O)(=O)c2ccc(Br)s2)cc1	0.8	0.98	2	-13	20	37	2	6	10
COc1ccc(CNC(=O)CSc2nnc(C)n2-c2ccc(F)cc2)cc1	0.93	0.98	9	-9	7	-2	2	13	-1
CN(C)S(=O)(=O)c1ccc(-c2csc(-c3cccnc3)n2)cc1	0.96	1	12	6	4	1	-3	22	-7
COc1ccc(Cl)cc1S(=O)(=O)N1CCN(C(=O)c2n[nH]c(=O)c3ccccc23)CC1	0.98	0.97	-4	-9	2	9	3	-2	2
Cc1ccc(OCC(=O)N/N=C/c2cn[nH]c2-c2ccc(Cl)c(Cl)c2)cc1	1	1.1	9	-33	0	14	-10	29	39

2 compounds from above, reduced to hIAP act.
SMILES | hIAP act
COc1ccc(CNC(=O)CSc2nnc(C)n2-c2ccc(F)cc2)cc1 | 0.93
Cc1nc(CC(=O)Nc2nc(C(C)(C)C)cs2)cs1 | 0.95

Three compounds out of the list, arranged by number of heavy atoms, rising:
SMILES	hIAP act	mIAP activ	tim10-1 inh	ATG4B inh	hIAP block	NALP3 yeast inh	mIAP inh	TIM10 inh	Apaf-1 inh
CCOc1cc(C(=O)NC2=NCCS2)cc(OCC)c1OCC	1.1	0.98	8	-11	-12	19	2	8	1
NS(=O)(=O)c1ccc(-c2ccc(/C=N/NC(=O)c3ccc([N+](=O)[O-])cc3)o2)cc1	1.4	0.58	1	-8	-38	-3	42*	-32	-3
O=C(CCOc1ccccc1)Nc1ccnn1C1CCN(Cc2ccc(CO)o2)CC1	1.1	1.1	7	1	-8	8	-8	13	3

(more compounds)
SMILES	hIAP act	mIAP activ	tim10-1 inh	ATG4B inh	hIAP block	NALP3 yeast inh	mIAP inh	TIM10 inh	Apaf-1 inh
CCCC/C(O)=C1\C(=O)CC(C)(C)CC1=Nc1ccc(N)cc1	1.1	1.1	-19	5	-12	18	-7	8	3
O=C(Nc1ccccc1C(=O)O)c1ccc(NC(=O)C2CC2)cc1	0.96	0.99	2	1	4	16	1	2	7
CCCCCOC(=O)C1=C(C)NC(=O)NC1c1ccc2c(c1)OCO2 (centres undefined)	0.93	0.98	7	-3	7	13	2	-6	12
COc1ccc([C@H]2/C=C\CN(C(=O)[C@H](Cc3ccccc3)NC(=O)OCC3c4ccccc4-c4ccccc43)CC(=O)N2Cc2ccc(F)cc2)cc1	0.89	1.1	95*	-9	12	-1	-8	4	11
CCN1C(=O)/C(=C/c2cccs2)SC1=Nc1ccc(OC)cc1	0.75	0.91	12	-6	25	2	9	8	11
COc1cc2nc(Nc3cccc(F)c3)nc(N)c2cc1OC	0.91	1.1	7	-9	9	19	-8	9	11
CCN1C(=O)[C@H]2[C@@H](c3ccc(-c4ccc(Cl)c(Cl)c4)cc3)N3CCCC[C@@]3(C(=O)OC)[C@H]2C1=O	1.1	1.1	8	-8	-9	7	-13	-7	31
Cc1ccc(O)c(N=Cc2cc(Cc3ccccc3)cc([N+](=O)[O-])c2O)c1	1	0.62	52*	79*	-3	38	38	37	22
Nc1nc(-c2sc3nc4c(cc3c2N)CCCC4)nc(N2CCOCC2)n1	1.1	1.8	28	-13	-6	34	-76	34	9
O=C(CSc1ncnc2sc3c(c12)CCC3)NCC1CCCO1 (centres undefined)	0.99	0.97	17	-6	1	2	3	14	-3
O=C(COCC(=O)NCc1ccccc1)NCc1ccccc1	0.98	0.99	-5	-6	2	8	1	0	-6
O=c1oc2ccccc2c(Nc2ccc3ccccc3c2)c1[N+](=O)[O-]	0.83	0.89	22	2	17	35	11	34	7
CCOC(=O)C1=NOC(CN(c2ccccc2)S(=O)(=O)c2ccc(Cl)cc2)C1 (centres undefined)	1.1	1	24	-5	-8	10	-1	18	6
COc1ccc(-c2cccc(NC(=O)c3ccc4c(c3)OCO4)c2)nn1	0.92	0.98	13	0	8	4	2	9	6
Cc1c(/C(O)=C2\C(=O)C(=O)N(CCCN(C)C)C2c2ccccc2)cnn1-c1ccccc1 (centres undefined)	0.87	0.96	12	10	13	7	4	-3	5
CC(=O)Cc1nsc(NC(=O)c2ccccc2Cl)n1	1	1	23	5	-2	11	-5	51*	-7
COC(=O)/C(=N\OCc1ccc(C#N)cc1)c1c(C)nn(C)c1C	1.1	1	-3	0	-15	14	-4	-8	2
COc1ccccc1-n1c(SCC(=O)Nc2ccc(F)cc2)nc2c(c1=O)SCC2	1	1	-7	-7	0	15	0	4	15
Cc1ccc(SCCNC(=O)c2ccc(C)c(S(=O)(=O)Nc3cccc(C)c3)c2)cc1	1.1	1.3	24	-19	-8	16	-33	13	4
Cc1ccc(C(=O)NCc2ccc(N3CCN(C)CC3)cc2)cc1C	0.98	1.1	12	-3	2	7	-8	-13	7
CCCC(=O)NC(C)C(c1cccs1)N1CCN(c2ccccc2)CC1 (centres undefined)	1.1	1	15	-8	-10	11	-1	0	-14
COC(=O)c1ccc(NC(=O)c2ccc(C)cc2)o1	1	0.95	10	5	-5	18	5	7	-2
Cc1cc(C)c(S(=O)(=O)N2CCN=C2c2ccccc2)c(C)c1	1	1	30	-13	-1	-13	0	2	1
CC(=O)N1CCN(c2ccc(NC(=O)c3ccc4c(c3)OCO4)cc2)CC1	1	1	10	-4	-3	5	-4	-17	8
CCc1ccc(Nc2cnn(C34CC5CC(CC(CC(=O)O)(C5)C3)C4)c(=O)c2Cl)cc1	0.99	0.96	9	-7	1	3	4	20	-1
COc1ccc(CCNC(=O)C(=O)NCCC2CCCCN2S(=O)(=O)c2cccs2)cc1 (centres undefined)	1	0.98	25	-7	-2	12	2	15	13
Cc1cc(C(=O)CSc2nc3ccccc3n2C)c(C)n1C	0.99	1	19	-4	1	24	-4	18	0
NC(=O)C[n+]1cccc(C(=O)Nc2ccccc2)c1	0.98	0.99	11	1	2	10	1	-2	2
Cc1cccc(C(=O)N2CCN=C2SCc2ccc([N+](=O)[O-])cc2)c1	0.9	0.96	14	-1	10	6	4	24	1
Cc1cccc(C)c1Nc1nnc(SCC(=O)NCc2cccs2)s1	0.99	1	9	-6	1	11	0	-1	-2
CC(=O)N[C@H]1[C@H](Oc2ccc3c(c2)CCC2C3CC[C@]3(C)C(=O)CCC23)O[C@H](CO)[C@@H](O)[C@@H]1O (some centres undefined)	1	1	-4	-4	-2	30	-4	7	-5
Cc1nc(NC(=O)c2ccccc2)sc1C1(C)CC(c2ccccc2F)=NO1 (centres undefined)	1.1	1	-1	45*	-9	3	-4	0	15
Cc1cc(C)n(-c2nncn2NC(=O)c2ccc(Cl)cc2O)n1	1.1	0.97	4	1	-6	17	2	-5	13
CC(C)C(=O)N1CCN(c2nc3ccc(Cl)cc3s2)CC1	1.1	1	10	-7	-7	10	-1	-5	4
O=P(OC1CCS(=O)(=O)C1)(c1ccccc1)c1ccccc1 (centres undefined)	0.85	0.96	2	-10	15	12	4	1	3
CN(C)S(=O)(=O)c1cccc(-c2nnc(-c3ccccc3)o2)c1	1.2	0.98	21	10	-16	-33	2	-15	7
Oc1ccccc1CNCCCNCc1ccccc1O	1.8	1.1	23	-1	-80	4	-14	8	3
C[C@H](C(=O)O)c1cccc(C(=O)c2ccccc2)c1	0.94	0.95	5	0	6	3	4	-2	-11
Cc1ccc(C)c(S(=O)(=O)C(C#N)c2nc3ccccc3nc2N2CC(C)OC(C)C2)c1 (centres undefined)	0.75	1	20	-8	25	3	-2	23	13
CC1(C)NC(=O)N(CC(O)COc2ccccc2C(=O)Nc2ccccc2)C1=O (centres undefined)	1.1	0.93	6	10	-7	9	7	2	4
COC(=O)CN1C(=O)[C@H]2[C@@H](/C=C/c3ccccc3)N3C(=O)CN(Cc4ccccc4)C(=O)[C@@]3(Cc3ccccc3)[C@H]2C1=O	0.98	0.97	8	-2	2	5	3	-6	10
O=C(COc1ccc(Br)cc1Br)NC(=S)N1CCCc2ccccc21	0.9	0.99	-18	16	10	18	1	-4	4
O=C(Cn1cnc2c(cnn2-c2ccc(Cl)cc2)c1=O)NCCc1ccccc1	1	0.98	-13	3	-2	15	2	-9	1
